Screens (PubChem)
ROMK primary = human ROMK K+ channel modulation, primary screen; P48048; B-score at 10 µM; Tet-inducible ROMK, thallium flux fluorescence; actives lie on both sides; 130,000 compounds, 2% hits;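 active = signal ratio slope over the read window, or its plate-corrected B-score, at least 3 SD from the plate mean, either direction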;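 also: B-score of the F/F0 ratio slope over 7 to 12 s after thallium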
S1P3 antag = S1P3 (human) receptor antagonism | 170,000 compounds, 0.27% hits | inhibition, % at 4.98 µM | AID 485 | CHO S1P3 NFAT-BLA reporter, FRET fluorescence, antagonist mode;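 active = inhibition above the plate cutoff, the mean inhibition of test wells on that plate plus 3 SD, cut at about 28% in these data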;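 also: cells challenged with S1P at its EC80 of 0.8 µM; blue over green emission ratio from cleaved BLA substrate after 4 h stimulation; 0% = S1P-stimulated wells and 100% = unstimulated DMSO-only wells; some compounds past the cut are filed as inactive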
Target sequence (Q99500 whole entry, looked up): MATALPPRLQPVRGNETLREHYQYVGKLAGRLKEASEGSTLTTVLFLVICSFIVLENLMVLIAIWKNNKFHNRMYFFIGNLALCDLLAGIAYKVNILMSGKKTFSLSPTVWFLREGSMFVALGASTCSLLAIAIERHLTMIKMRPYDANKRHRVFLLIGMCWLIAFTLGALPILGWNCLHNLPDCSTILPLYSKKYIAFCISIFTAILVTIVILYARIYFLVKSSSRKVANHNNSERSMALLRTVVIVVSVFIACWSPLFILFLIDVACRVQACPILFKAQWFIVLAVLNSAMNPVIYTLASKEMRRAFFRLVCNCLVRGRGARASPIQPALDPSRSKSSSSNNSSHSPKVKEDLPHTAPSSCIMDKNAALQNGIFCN
* marks the source's active call; other numbers are inactive results. Only part of the results is shown (hit frequency here may not be typical).

1	Cc1cc(/C=C2/C(=O)NC(=O)N(Cc3ccco3)C2=O)c(C)n1-c1ccccc1O
2	CCCCC(CC)COCCCN=Cc1c(O)[nH]c(=S)[nH]c1=O (configuration not stated)
3	CC(=O)c1c(O)n(-c2cccc(Cl)c2)c(=O)[nH]c1=O (tested in a mixture with another compound)
4	Cc1cccc(-n2c(O)c(/C=N/NC(=O)c3ccncc3)c(=O)[nH]c2=O)c1
5	O=C(CN1CCCCC1)c1ccc(F)cc1
6	CCCCn1c(O)c(C(=O)/C=C/c2ccc3c(c2)OCO3)c(=O)[nH]c1=O
7	CC(C)N(Cc1ccco1)/N=C/c1c(O)n(Cc2ccccc2)c(=O)[nH]c1=O
8	O=P(Nc1cccc(F)c1)(Oc1ccccc1F)Oc1ccccc1F

Screen / compound no. | 1 | 2 | 3 | 4 | 5 | 6 | 7 | 8
ROMK primary | -1 | 2.5 | 0.2 | -0.45 | 0.91 | -0.63 | 1.5 | -0.22
S1P3 antag | -11 | 4 | -10 | 9 | 6 | 2 | 5 | -4

9	O=C(N/N=C/c1c(O)n(Cc2ccc(F)cc2)c(=O)[nH]c1=O)c1ccccc1
10	Cc1ccc(N2C(=O)NC(=O)/C(=C/c3ccoc3)C2=O)cc1
11	O=C1NC(=O)C(=Cc2ccc(-c3ccccc3[N+](=O)[O-])o2)C(=O)N1
12	C=CCN1C(=O)NC(=O)/C(=C/c2ccc(OC)c(COc3ccc(NC(C)=O)cc3)c2)C1=O
13	CCOc1ccc(N2C(=O)NC(=O)/C(=C\c3ccccc3[N+](=O)[O-])C2=O)cc1
14	O=C(O)COc1ccccc1/C=C1\C(=O)NC(=O)N(CCC2=CCCCC2)C1=O
15	CC(C)Sc1nnc(OC(=O)N(C)C)n1-c1ccccc1
16	CC(=O)OC1N=C(c2ccccc2Cl)c2cc(Br)ccc2NC1=O (configuration not stated)

Screen / compound no. | 9 | 10 | 11 | 12 | 13 | 14 | 15 | 16
ROMK primary | 0.082 | -1.4 | 0.87 | 0.22 | 0.31 | -0.023 | 0.39 | 1.7
S1P3 antag | 2 | 4 | -8 | -12 | 3 | 17 | -3 | -4

Reprinted at random: 3 entries already listed, in no set order.
9	O=C(N/N=C/c1c(O)n(Cc2ccc(F)cc2)c(=O)[nH]c1=O)c1ccccc1
16	CC(=O)OC1N=C(c2ccccc2Cl)c2cc(Br)ccc2NC1=O (configuration not stated)
15	CC(C)Sc1nnc(OC(=O)N(C)C)n1-c1ccccc1

Screen / compound no. | 9 | 16 | 15
ROMK primary | 0.082 | 1.7 | 0.39
S1P3 antag | 2 | -4 | -3

Down the list, quoted from above.
ROMK primary, nos. 9 to 16, in order: 0.082, -1.4, 0.87, 0.22, 0.31, -0.023, 0.39, 1.7
S1P3 antag, nos. 9 to 16, in order: 2, 4, -8, -12, 3, 17, -3, -4

More structures:
17	O=c1[nH]c(=S)n(CCC2=CCCCC2)c(O)c1/C=N/N1CCOCC1
18	CC/C(=N\NC(=O)Nc1ccccc1)c1c(O)n(Cc2ccccc2)c(=O)[nH]c1=O
19	CN1CCN2c3ccc(N)cc3CC3(C(=O)NC(=O)NC3=O)C2C1 (configuration not stated)
20	C/C(CC(c1ccccc1)c1c(O)c2ccccc2oc1=O)=N\Nc1ccc([N+](=O)[O-])cc1[N+](=O)[O-] (configuration not stated)
21	O=C(CN1CCCCC1)c1ccc2c(c1)OCO2
22	CC1(C)C2([N+](=O)[O-])CN3CC1([N+](=O)[O-])CN(C2)C3c1ccccn1 (configuration not stated)
23	CCC(=O)N1N=C(c2c(O)n(CCc3ccccc3)c(=O)[nH]c2=O)CC1c1ccc(OC)c(OC)c1 (configuration not stated)
24	Cc1ncc([N+](=O)[O-])n1CCOC(N)=O

Screen / compound no. | 17 | 18 | 19 | 20 | 21 | 22 | 23 | 24
ROMK primary | 0.42 | 0.071 | -1.1 | 1.5 | 0.025 | 0.085 | 0.21 | -0.81
S1P3 antag | -3 | -9 | 12 | -21 | -5 | -3 | -12 | -3

25	COc1cc(C(=O)N/N=C/C23CC[C@@H](O)CC2(O)CC[C@@H]2[C@@H]3CCC3(C)C(C4=CC(=O)OC4)CCC23O)ccc1O (some centres not stated)
26	Cc1cc(C(=O)Nc2ccccc2)nn1C(C)(C)C
27	CC[N+](C)(CC)CCCCOc1ccc2c(c1)C(=O)c1cc(OCCCC[N+](C)(CC)CC)ccc1-2
28	N=C1c2ccccc2CN1c1ccc(F)c([N+](=O)[O-])c1
29	Cn1c(O)c(C=Nc2ccccc2-c2ccccc2)c(=O)n(C)c1=O
30	S=P(NC1CCCCC1)(N1CC1)N1CC1
31	CCOP(=O)(OCC)C(NC(=O)c1cccc([N+](=O)[O-])c1)C(Cl)(Cl)Cl (configuration not stated)
32	COC(=O)c1nc(-c2ccc3c(n2)C(=O)C(N)=C(OC)C3=O)c(N)c(-c2ccc(OC)c(OC)c2O)c1C
33	C=CCn1c(O)c(C=Nc2c(C)n(C)n(-c3ccccc3)c2=O)c(=O)[nH]c1=O

Screen / compound no. | 25 | 26 | 27 | 28 | 29 | 30 | 31 | 32 | 33
ROMK primary | 0.012 | 0.71 | 0.32 | -0.58 | 0.18 | 0.039 | -0.14 | 0.11 | 1.4
S1P3 antag | -4 | -5 | 3 | -11 | -6 | -6 | -15 | -5 | 5

Profiles, looked up by structure. Values in the order: ROMK primary, S1P3 antag
Shown for CCOP(=O)(OCC)C(NC(=O)c1cccc([N+](=O)[O-])c1)C(Cl)(Cl)Cl (configuration not stated) : -0.14, -15
Shown for Cc1cc(C(=O)Nc2ccccc2)nn1C(C)(C)C : 0.71, -5

Quoted from the listing:
no. 26 in ROMK primary: 0.71
no. 32 in S1P3 antag: -5
no. 28 in S1P3 antag: -11
